# C2C12 statin = suppressors of simvastatin-induced myotoxicity in C2C12 myotubes; ATP luminescence, 48 h; scaled: DMSO 0, geranylgeraniol control 100; rescue of ATP level, % at 7.49 µM; 330,000 compounds, 0.78% hits; AID 602340;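 active = mean ATP rescue above about 67%, or every replicate alone reaching that limit, limit read from the data, passing the limit was not always enough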;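 note: myotubes were challenged with 10 µM simvastatin during compound exposure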
# Cneo AK release = causes C. neoformans cell lysis | adenylate kinase release luminescence, 4 h; normalised: neutral wells 0, clomiphene wells 100 | lysis activity, % at 15 µM | 360,000 compounds, 0.2% hits | AID 651654;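 active = mean lysis activity across replicates of at least 80%, whatever share of replicates individually reach that level; inactive = mean lysis activity below 80%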
#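 Assay system: C. neoformans cells. Amount: yeast cell density of 5 × 10^6 cells/mL. Technique: AK luminescence. Buffer or medium: YPD. Times: static 4 h at 37 °C with compound, 1 h detection. Dosing: single-point compound dose. Read-out: lysis from increased AK signal.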
# FN deposition inh = fibronectin deposition inhibition | AH1F fibroblasts, Alexa488-fibronectin deposition fluorescence, overnight | inhibition, % at 12.6 µM | 350,000 compounds, 0.086% hits;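 active = mean inhibition across replicates of 30% or more, regardless of how many single replicates reach that level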;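 note: positive control wells lacked labelled fibronectin entirely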
#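 Assay system: AH1F fibroblasts / Quantity: 10000 cells per well / Medium: DMEM plus 2% serum, read in PBS / Reagent: labelled fibronectin 24 nM / Dosing: single dose, pinned / Times: 1 h cell attachment, overnight exposure to compound and label / Signal: fluorescence, ex 485 nm, em 525 nm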
# PglD inh = inhibitors of Campylobacter jejuni PglD acetyltransferase. inhibition, % at 12.5 µM. 360,000 compounds, 0.098% hits. purified PglD enzyme, DTNB colorimetric CoA detection; in the data active = inhibition above about 16%, passing the limit was not always enough; note: strong numbers were not always called active
# F508del corr = CFTR F508del correction in bronchial cells; activity (quench increase), % at 7.58 µM; 350,000 compounds, 0.36% hits; CFBE cells, YFP halide quenching; stimulated with forskolin plus potentiator P3; % fluorescence drop versus neutral controls;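 active = mean added fluorescence quench of at least 8% versus neutral control, with both replicates also reaching 8%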;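 note: cells transiently co-express mutant CFTR-F508del with the halide-sensitive YFP; corrector assay measuring rescue of mutant channel to the surface after 24 h compound exposure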
# miR-122 sensor = miR-122 inhibition in Huh7 cells; Huh7 miR-122 Renilla luciferase sensor, 48 h; neutral wells = 0, positive control = 100; activation (reporter increase), % at 12.5 µM; 340,000 compounds, 0.3% hits; AID 602342;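 active = mean replicate activation score at least 90 and every replicate individually at or above 90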;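 note: higher luciferase means less miR-122 activity so hits act as miR-122 inhibitors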
# INS-1E GSIS act = GLuc luminescence reporter in INS-1E cells, primary screen for activators of glucose-dependent secretion of insulin; INS-1E GLuc reporter insulin secretion, 2-3 h; activation, % at 16.6 µM; 370,000 compounds, 0.61% hits; AID 743287;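 active = lowest replicate activation of at least 40%, so every replicate reaches that level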;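 note: 0% = median of neutral control wells and 100% = median of IBMX positive control wells; some compounds called inactive have numbers as strong as hits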
# PGC1a acetyl inh = modulators of PGC1a acetylation. 350,000 compounds, 0.17% hits. inhibition, % at 15.6 µM. U2OS PGC1a acetylation, AlphaScreen anti-acetyl-lysine; with virally co-expressed GCN5 acetyltransferase;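 active = every replicate shows inhibition of at least 40%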;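 note: 0% = neutral control wells and 100% = positive control wells; some results beyond the cut were filed as inactive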
# * = called active by the depositor; · = no result given; [ ] = remark or other dose. Rows are unselected. Share with any hit: about 2.1%.
SMILES,C2C12 statin,Cneo AK release,FN deposition inh,PglD inh,F508del corr,miR-122 sensor,INS-1E GSIS act,PGC1a acetyl inh
COC(=O)C(N)Cc1ccc(O)c(O)c1 (stereo unspecified),2,-1,·,6,·,2,·,1
CCCCN(CC)Cc1ccc(CNC(=S)Nc2ccc(C)cc2Cl)o1,·,·,-3,·,2.6,·,1,-5
CO[C@H]1CN(C)C(=O)c2cc(C#N)ccc2OC[C@H]2O[C@H](CC[C@@H]2OC)CCN(C)C(=O)[C@H]1C,1,18,-6,-4,1.3,·,10,11
COc1ccccc1CNC(=O)C1CC2Cn3c(nc4ccccc43)C2N1C (stereo unspecified),-5,-1,-17,0,-1.1,-9,26,3
CCc1nnc(NC(=O)CSc2nc(C)cs2)s1,-8,9,3,-2,1.9,-9,-6,-6
NC1=NC(=O)C2(COC(c3cccnc3)OC2)S1 (stereo unspecified),9,-3,13,0,-1.2,0,7,-23
COCCNC(=O)C[C@H]1CC[C@H]2[C@H](COc3ccc(NC(C)=O)cc3C(=O)N2C)O1,-10,-2,·,0,0.4,17[16.7 µM],5,8
C[C@@H]1CN([C@@H](C)CO)C(=O)c2cccc(NC(=O)C3CC3)c2O[C@@H]1CN(C)Cc1ccc(Cl)c(Cl)c1,6,1,·,3,2.6,8[16.7 µM],-21,3
COc1ccc2cc(C(=O)O)n(CC(=O)c3ccccc3)c2c1,107*,-1,4,3,0.3,-2,3,0
Cc1ccc(S(=O)(=O)CC(=O)N2CCCC2)cc1,-11,-8,·,·,·,-2,5,3
O=C(CSc1nc2ccc(Cl)cc2[nH]1)NCc1ccco1,·,2,-10,-2,·,-4,·,·
CCCN(CCC)CC(O)COc1ccc2c(c1)OCO2 (stereo unspecified),·,·,18,·,-0.2,10,16,·

# Of the compounds above, 2 contain an aryl methoxy group:
SMILES,C2C12 statin,Cneo AK release,FN deposition inh,PglD inh,F508del corr,miR-122 sensor,INS-1E GSIS act,PGC1a acetyl inh
COc1ccccc1CNC(=O)C1CC2Cn3c(nc4ccccc43)C2N1C (stereo unspecified),-5,-1,-17,0,-1.1,-9,26,3
COc1ccc2cc(C(=O)O)n(CC(=O)c3ccccc3)c2c1,107*,-1,4,3,0.3,-2,3,0

# Next section
SMILES,C2C12 statin,Cneo AK release,FN deposition inh,PglD inh,F508del corr,miR-122 sensor,INS-1E GSIS act,PGC1a acetyl inh
Cc1cccc(/N=C/c2c(O)n(Cc3ccc4c(c3)OCO4)c(=O)c3ccccc23)n1,·,·,-19,·,-0.3,0,·,-5
CN1c2ccc(Br)cc2[C@H]2[C@H](CCN2C(=O)Nc2ccccc2F)[C@H]1CO,61,-7,-6,-2,-1.9,0[16.7 µM],-8,0
CCCCN(C)S(=O)(=O)c1ccc(C(=O)Nc2nnc(CSC)o2)cc1,-29,-4,·,·,·,-8,·,-1
COc1cc(C2c3c([nH]c(=O)[nH]c3=O)Nc3ccc4ccccc4c32)cc(OC)c1OC (stereo unspecified),0,·,-6,·,2.6,-4,13,-20
O=C(C1CC1)N1CC[C@@H]2[C@H](CO)Nc3ccc(-c4ccc(F)cc4)cc3[C@@H]21,8,-6,3,-3,-1.6,0[16.7 µM],11,14
Cn1cc(/C=C(\C(=O)O)C(C(=O)O)=C2CCCCC2)c2ccccc21,-12,·,-4,·,-1.6,4,0,10
COc1ccc(CN(C)C[C@@H]2OCCCC[C@H](C)Oc3ccc(NS(=O)(=O)c4ccc(Cl)cc4)cc3C(=O)N([C@H](C)CO)C[C@H]2C)cc1,·,2,13,1,-1.4,6[16.7 µM],-29,-12
Cc1ccccc1OCCC(=O)OCC(=O)Nc1ccc(C(N)=O)cc1,0,2,-15,6,1.4,0,9,-5
C[C@H](O)C#Cc1ccc([C@@H]2[C@H](CO)N3CCCCN(C(=O)c4ccc5c(c4)OCO5)C[C@@H]23)cc1,-11,6,-2,2,-0.5,-2[16.7 µM],-1,-6
COC(=O)c1sccc1-n1cccc1C(=O)NCc1ccccc1,9,3,·,15,·,-4,·,4
c1ccc2c(c1)oc1c(Nc3ccc(CN4CCOCC4)cc3)ncnc12,-18,-2,·,20*,·,-1,·,-8
C[C@H]1CN([C@@H](C)CO)C(=O)c2cc(NS(=O)(=O)c3cn(C)cn3)ccc2O[C@H]1CN(C)C(=O)Nc1ccc2c(c1)OCO2,-33,-3,·,-10,-1.0,0[16.7 µM],15,-9

# Entries above shown as hits in PglD inh:
Compound | PglD inh | F508del corr | miR-122 sensor | INS-1E GSIS act | PGC1a acetyl inh
c1ccc2c(c1)oc1c(Nc3ccc(CN4CCOCC4)cc3)ncnc12 | 20* | · | -1 | · | -8

# Compounds listed so far with fluorine, in the order listed:
SMILES,C2C12 statin,Cneo AK release,FN deposition inh,PglD inh,F508del corr,miR-122 sensor,INS-1E GSIS act,PGC1a acetyl inh
CN1c2ccc(Br)cc2[C@H]2[C@H](CCN2C(=O)Nc2ccccc2F)[C@H]1CO,61,-7,-6,-2,-1.9,0[16.7 µM],-8,0
O=C(C1CC1)N1CC[C@@H]2[C@H](CO)Nc3ccc(-c4ccc(F)cc4)cc3[C@@H]21,8,-6,3,-3,-1.6,0[16.7 µM],11,14

# Going on with the list.
SMILES,C2C12 statin,Cneo AK release,FN deposition inh,PglD inh,F508del corr,miR-122 sensor,INS-1E GSIS act,PGC1a acetyl inh
Cc1ccc(-c2ccc([C@@H]3[C@@H](CO)N4CCCCN(C(=O)c5ccncc5)C[C@@H]34)cc2)cc1,·,-2,·,5,-1.1,-5[16.7 µM],-10,0
CCOc1c2ccc(C(=O)NCC34CC5CC(CC(C5)C3)C4)cc2nn1CC,-22,6,-13,15,0.5,-6,-12,·
COc1ccc(CN2CCC[C@]3(N[C@H](c4ccccc4)[C@@H]4C(=O)N(C)C(=O)[C@@H]43)C2=O)cc1,-6,0,0,-3,1.4,-4,-1,-1
COc1ccc(CNCCCSc2ncccn2)cc1OC,-2,-1,7,5,-1.9,5,5,22
CC(=O)N1CCN(C(=O)CCc2nc3ccccc3c(=O)[nH]2)CC1,-14,-1,·,7,1.5,8,33,-9
O=C(C1=NNC2C(=O)N(c3ccccc3)C(=O)C12)c1nc(Cl)ccc1Cl (stereo unspecified),·,3,·,-1,·,0,-5,-7
Cc1ccc(C(=O)c2c[nH]cc2-c2ccccc2)cc1,-9,1,12,-5,·,0,·,-8
CC(c1ccccc1C(=O)O)c1cc(F)cc2ccccc12 (stereo unspecified),22,-3,·,5,-1.5,4,18,-7
C[C@H](CO)N1C[C@H](C)[C@@H](CN(C)Cc2ccc(Cl)c(Cl)c2)Oc2ccc(NC(=O)CCN3CCOCC3)cc2C1=O,-11,52,·,1,-2.4,-8[16.7 µM],6,5
Cc1ccc(S(=O)(=O)Nc2cccc3c2O[C@H](CN(C)Cc2ccc(C(F)(F)F)cc2)[C@H](C)CN([C@H](C)CO)C3=O)cc1,-60,9,·,0,-2.0,12[16.7 µM],-23,-8
O=C(c1cccc(F)c1)N1CCCCN2[C@H](CO)[C@H](c3ccc(-c4ccncc4)cc3)[C@@H]2C1,·,0,·,7,1.5,12[16.7 µM],-3,2
O=C(NCCNc1ccc([N+](=O)[O-])cc1C(F)(F)F)c1ccccc1F,·,-1,·,-3,·,-10,-15,-2

# Whole records, quoted from the list. Order of screens: C2C12 statin	Cneo AK release	FN deposition inh	PglD inh	F508del corr	miR-122 sensor	INS-1E GSIS act	PGC1a acetyl inh
# COc1ccc(CNCCCSc2ncccn2)cc1OC reads -2	-1	7	5	-1.9	5	5	22
# Cc1cccc(/N=C/c2c(O)n(Cc3ccc4c(c3)OCO4)c(=O)c3ccccc23)n1 reads ·	·	-19	·	-0.3	0	·	-5

# Going on with the list.
SMILES,C2C12 statin,Cneo AK release,FN deposition inh,PglD inh,F508del corr,miR-122 sensor,INS-1E GSIS act,PGC1a acetyl inh
Cc1ccc(C)c(N2CCN(C(=O)CCC(=O)Nc3nnc(C(F)(F)F)s3)CC2)c1,-5,0,7,-5,3.6,-1,-66,-15
C/C(CC(=O)Nc1ccc(Cl)cc1)=N\NC(=O)C(=O)NCCO,·,1,-9,0,·,2,17,-1
CO[C@H]1CN(C)C(=O)c2cc(NC(=O)C3CC3)ccc2OC[C@@H](C)N(CCc2ccccc2)C[C@H]1C,-3,-2,-6,2,0.2,-2[16.7 µM],14,-11
C=CCN(c1ccccc1OC)S(=O)(=O)c1cccc(C(=O)NCC(c2ccc(OC)cc2)N2CCCC2)c1 (stereo unspecified),-9,4,-14,-1,1.1,·,-33,·
CCCN1[C@@H]2c3ccc(/C=C/c4ccccc4)c(=O)n3C[C@H]1[C@H](CO)[C@H]2C(=O)NCC1CC1,-6,2,·,-1,0.0,14[16.7 µM],-6,·
COc1ccc(CCn2ccc(O)c(Cc3ccc(Cl)cc3)c2=O)cc1OC,9,1,-1,-15,3.5,·,30,15
Cc1ccc(CN2C(=O)CSC2c2ccccc2F)cc1 (stereo unspecified),-3,-1,8,2,-2.0,-1,1,-10
O=C(CSc1nc(-c2ccccc2)cc(=O)[nH]1)N1CCc2ccccc21,0,2,4,2,·,6,·,-16
C[C@@H]1CN([C@H](C)CO)C(=O)c2cc(NC(=O)Nc3ccc4c(c3)OCO4)ccc2O[C@@H]1CN(C)C(=O)Nc1ccc(F)cc1,-1,-2,·,-3,0.7,-9[16.7 µM],-16,-2
CC(=O)N1Cc2cc(N)ccc2Oc2ccccc21,13,0,6,-3,-2.1,-3,-4,-2
Cc1cc(NC(=O)c2ccccc2Cl)n(C(C)(C)C)n1,·,0,-3,9,-2.9,2,6,2
C=CCNC(=O)c1cnn(-c2ccccc2)c1-c1ccccc1,-5,5,2,2,3.0,-3,4,-51
COC(=O)C[C@@H]1CC[C@H](NC(=O)Nc2ccc(C(F)(F)F)cc2)[C@@H](CO)O1,1,0,-12,0,-3.2,·,-11,-10
O=C(Nc1cccc(Br)c1)c1ccn[nH]1,4,6,7,0,·,-6,·,-2
C[C@@H]1CN([C@@H](C)CO)S(=O)(=O)c2ccc(-c3cccnc3)cc2O[C@@H]1CN(C)Cc1cccnc1,-21,·,6,·,-0.7,-1[16.7 µM],-2,3
O=[N+]([O-])c1ccc(Cl)c2cccnc12,·,·,-8,·,-2.3,·,26,-8
CSCCC(NC(=O)COc1ccccc1)C(=O)N(C)Cc1ccc(F)cc1 (stereo unspecified),3,1,-6,1,1.1,43,·,4
O=S(=O)(c1cccc(F)c1)N1CC[C@@H]2[C@@H](CO)Nc3ccc(Br)cc3[C@@H]21,19,66,3,-2,1.8,19[16.7 µM],-11,5
CCCCOc1cccc(NC(=O)CSc2nncn2C)c1,-1,2,0,2,·,-2,-2,2
NS(=O)(=O)c1ccc(NC(=O)COC(=O)CCc2ccc(S(=O)(=O)N3CCOCC3)cc2)cc1,-5,-3,4,2,2.5,-4,-7,5
CC1(C)Cc2c(cnn2-c2ccc(F)cc2)C(NC(=O)C2CCC2)C1 (stereo unspecified),·,1,·,1,2.2,-1,7,2
COC(=O)c1cc(OC)c(OCc2cc(C(=O)OC)oc2C)c(OC)c1,15,-1,·,3,·,0,·,1
Cc1nn2c3ccccc3n(CCN3CCCCC3)c2nc1=O,·,3,·,1,·,-5,·,28
O=C1N=c2ccccc2=C1c1sc(NS(=O)(=O)Cc2ccccc2)nc1O,-11,-1,-5,-5,-1.3,3,10,-2
COc1ccccc1-c1cc(NC(C)=O)c2ncc(-c3cccc(C(F)(F)F)c3)n2c1,-39,12,-3,6,2.4,9,·,·
